Compound activity from PubChem.
HePTP inhibitor: inhibitors of human HePTP phosphatase, primary screen, biochemical, absorbance, leukemia target | recombinant HePTP phosphatase activity, OD absorbance | 110,000 tested, 0.64% active | Tyrosine-protein phosphatase non-receptor type 7 (Homo sapiens), P35236 | AID 521, 2006 | inhibition, % at 20 µM; in the data active = inhibition above about 50%;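 note: plate controls were vehicle for no effect and reference inhibitor for full effect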
Target sequence (P35236 whole entry, looked up): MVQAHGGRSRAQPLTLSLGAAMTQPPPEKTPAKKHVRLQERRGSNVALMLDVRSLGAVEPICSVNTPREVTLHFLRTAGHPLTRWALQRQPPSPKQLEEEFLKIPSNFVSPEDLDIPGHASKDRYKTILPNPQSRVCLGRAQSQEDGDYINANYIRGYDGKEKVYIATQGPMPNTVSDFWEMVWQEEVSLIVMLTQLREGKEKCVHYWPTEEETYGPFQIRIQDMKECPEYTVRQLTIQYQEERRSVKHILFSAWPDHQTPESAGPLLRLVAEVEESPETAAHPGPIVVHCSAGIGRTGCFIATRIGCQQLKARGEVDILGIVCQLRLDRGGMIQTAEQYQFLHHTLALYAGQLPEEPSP
BAP1 block: inhibitors of BAP1 deubiquitinase, primary screen, biochemical, Ub-AMC fluorescence, kinetic | Ubiquitin carboxyl-terminal hydrolase BAP1 (Homo sapiens), Q92560 | recombinant BAP1, Ub-AMC hydrolysis fluorescence kinetic; active compounds read low | activity remaining (% of control), % at 20 µM | 72,000 tested, 0.48% active;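 active = activity remaining at or below 50% of control, provided the compound also passes the data quality filters; inactive = the rest, including low values that fail the filters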;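 note: 100% = DMSO wells rate and 0% = substrate alone blank rate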
Target sequence (Q92560 whole entry, looked up): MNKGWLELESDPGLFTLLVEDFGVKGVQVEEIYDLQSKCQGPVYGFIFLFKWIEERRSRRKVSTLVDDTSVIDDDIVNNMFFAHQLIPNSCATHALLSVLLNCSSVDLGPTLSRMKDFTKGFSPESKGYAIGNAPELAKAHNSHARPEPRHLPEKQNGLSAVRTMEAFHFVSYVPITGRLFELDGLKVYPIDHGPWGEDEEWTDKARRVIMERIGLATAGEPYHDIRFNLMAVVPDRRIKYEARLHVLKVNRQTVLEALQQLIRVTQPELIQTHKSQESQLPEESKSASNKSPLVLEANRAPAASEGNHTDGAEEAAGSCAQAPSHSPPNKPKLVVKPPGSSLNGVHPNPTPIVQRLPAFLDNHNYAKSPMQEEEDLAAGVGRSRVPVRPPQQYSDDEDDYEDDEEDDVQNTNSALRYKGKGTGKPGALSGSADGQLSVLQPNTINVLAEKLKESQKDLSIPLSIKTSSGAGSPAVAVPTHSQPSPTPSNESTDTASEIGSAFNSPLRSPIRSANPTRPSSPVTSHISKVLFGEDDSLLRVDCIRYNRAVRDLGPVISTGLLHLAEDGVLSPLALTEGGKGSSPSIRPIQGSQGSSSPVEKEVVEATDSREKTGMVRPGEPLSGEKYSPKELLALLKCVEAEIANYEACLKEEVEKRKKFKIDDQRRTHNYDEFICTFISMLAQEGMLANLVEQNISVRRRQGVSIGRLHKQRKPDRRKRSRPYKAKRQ
An asterisk follows results filed as active; . = not tested or not shown; & = joins results of further samples.

Fields – HePTP inhibitor | BAP1 block
- Cc1cc(-n2nc(C)cc2C)nc(NS(=O)(=O)c2ccccc2)n1
  8.5 | .
- O=C(NCc1ccccc1)C1CC(=O)N(c2ccc(Br)cc2)C1 (stereo not given)
  1.2 | .
- COc1ccc(N2C(=O)/C(=C/c3ccc(Br)o3)SC2=S)cc1
  51.4* | .
- NC(=O)CS(=O)(=O)c1nc2ccccc2n1CC(=O)N1CCCCC1
  1.2 | 88.4
- O=C(Nc1cccc(Br)c1)c1ccccc1[N+](=O)[O-]
  5.3 | .
- O=C(Oc1ccc(-n2cnnn2)cc1)c1ccco1
  5.3 | 92.8
- Fc1cccc(CN2CCN(Cc3ccncc3)CC2)c1
  -1.0 | .
- COc1ccc(S(=O)(=O)NCCCCCC(=O)NCCCN2CCOCC2)cc1
  -0.1 | 94.4
- COC(=O)c1ccc2c(=O)n(CCO)c(=S)[nH]c2c1
  6.7 | .
- Cc1nc(-c2c(C)oc3cc(O)cc(C)c3c2=O)cs1
  . | 179.8
- C=Cc1ccc(COc2ccc3c4c(c(=O)oc3c2)CCC4)cc1
  3.9 | .
- Cc1ccc(Sc2c(C)nn(C(=O)c3ccco3)c2C)cc1
  7.3 | .
- CCC(=O)Nc1nnc(CSCc2ccccc2)s1
  5.8 | 103.5
- CCN(c1cccc(C(F)(F)F)c1)S(=O)(=O)c1ccc2c(c1)CCN2C(=O)C1CC1
  -3.9 | 71.4
- CC(C)(C)c1nnc(NC(=O)CN2C(=O)C3C4C=CC(C4)C3C2=O)s1 (stereo not given)
  -4.0 | 99.4
- Cc1ccc(-n2nc3ccc(NC(=O)c4cccs4)cc3n2)cc1Cl
  11.5 | .
- Clc1ccc2nc(N/N=C/c3ccc4ncccc4c3)nc(-c3ccccc3)c2c1
  9.4 | .
- CCN(CC)S(=O)(=O)c1cc(C(=O)Nc2ccccc2OC)ccc1C
  . | 58.0
- CCNC(=O)CC1S\C(=N/N=C/C=C/c2ccccc2)NC1=O (stereo not given)
  -1.9 | .
- O=C(Nc1ccccc1Br)c1ccccc1[N+](=O)[O-]
  -2.7 | .
- O=C(O)c1cc(O)ccc1NC(=O)C(c1ccccc1)c1ccccc1
  6.0 | .
- O=C(CCC1CCCC1)Nc1c(F)c(F)c(F)c(F)c1F
  4.2 | .
- Cc1ccc2c(c1)c1c3n2CCN(CCC#N)C3CCC1 (stereo not given)
  -0.2 | .
- O=C(Nc1ccc(-c2ccc(NC(=O)c3cccnc3)c(Cl)c2)cc1Cl)c1cccnc1
  -19.8 | .
- Cc1ccccc1N(CC(=O)NCc1ccncc1)S(=O)(=O)c1ccccc1
  4.6 | .
- COc1ccc(-n2nc3cc(C)c(NC(=O)C(c4ccccc4)c4ccccc4)cc3n2)cc1
  8.2 | .
- Cc1ccc(S(=O)(=O)NC(=O)C(C)O)cc1 (stereo not given)
  2.5 | .
- COc1cccc(N(CC(=O)NCc2cccnc2)S(C)(=O)=O)c1
  12.7 | 94.2
- COc1ccc(N(CC(=O)NC(C)C)S(C)(=O)=O)c(OC)c1
  7.2 | .
- CCc1ccc(N2CCCn3c2nc2c3c(=O)n(CCN3CCOCC3)c(=O)n2C)cc1
  4.8 | 97.0
- COC(=O)c1nn2c(C(F)(F)F)cc(-c3ccc(Br)o3)nc2c1Br
  6.9 | .
- COc1ccccc1-c1cc(C(=O)Nc2cc(C)on2)no1
  7.9 | 91.7
- CCOC(=O)c1c(-c2ccccc2)oc2ccc(OC(=O)c3ccc([N+](=O)[O-])cc3)cc12
  6.6 | .
- COc1ccc(C(C#N)C2(C)OCCO2)cc1OC (stereo not given)
  6.3 | 104.0
- Cn1c(OCc2ccco2)nc2c1c(=O)n(Cc1ccc(Cl)c(Cl)c1)c(=O)n2C
  3.6 | 140.3
- CCn1c2ccccc2c2nc3cc(OC)c(OC)cc3nc21
  -13.3 | 99.3
- Cc1nc2cc(-n3ccc(=O)cc3)ccc2n1-c1ccccc1
  8.9 | 94.1
- COC(=O)C1=C(C)NC(C)=C(C(=O)OC)C1c1cc2cc(C)ccc2[nH]c1=O
  4.2 | 84.6
- CC(=O)Nc1ccc(S(=O)(=O)Nc2cc(C)ccc2C)cc1
  -20.4 | .
- COC(=O)C1=C(C)N=c2s/c(=C\c3ccc(OC)cc3OC)c(=O)n2C1c1ccccc1 (stereo not given)
  -10.2 | .

Single records (already shown). Values in the order: HePTP inhibitor, BAP1 block
COC(=O)C1=C(C)NC(C)=C(C(=O)OC)C1c1cc2cc(C)ccc2[nH]c1=O across the screens: 4.2, 84.6
COc1ccc(C(C#N)C2(C)OCCO2)cc1OC (stereo not given) across the screens: 6.3, 104.0
CC(=O)Nc1ccc(S(=O)(=O)Nc2cc(C)ccc2C)cc1 across the screens: -20.4, .

(list continues)
Fields – HePTP inhibitor | BAP1 block
- CCCOC(=O)C1=C(C)NC2=C(C(=O)CCC2)C1c1cccc(OC)c1OC (stereo not given)
  4.2 | 36.6*
- Cc1ccc(NC(=O)Cc2nn(C)c(=O)c3ccccc23)cc1F
  7.4 | 86.8
- COc1ccccc1Nc1nc(N)nc(-c2cc3ccccc3o2)n1
  -1.3 | .
- COc1ccc(C(=O)c2cn[nH]c2-c2cc(Cl)ccc2O)cc1
  -10.6 | 93.3
- Cc1ccnc(NS(=O)(=O)c2ccc(NS(=O)(=O)Cc3ccccc3)cc2)n1
  9.4 | .
- CCc1ccc(NC2=CC(=O)CC(c3ccco3)C2)cc1 (stereo not given)
  3.0 | 96.5
- NC(=O)C1CCN(C(=O)c2ccccc2Br)CC1
  -9.4 | .
- CCOc1ccc(C(=O)Nc2cc(-c3nc4ccccc4s3)ccc2Cl)cc1Cl
  1.0 | .
- Cc1c(NC(=O)Cc2ccccc2)c(=O)n(-c2ccccc2)n1C
  -6.0 | .
- CCC(=O)Nc1ccc(NC(=O)COc2cc(C)ccc2C(C)C)cc1
  6.8 | .
- O=S(=O)(NCC1CC1)c1cccc(S(=O)(=O)N2CCCC2)c1
  11.8 | 120.7
- COc1ccc(C(=O)N2CCN(Cc3cccc(C)c3)CC2)cc1OC
  -2.8 | .
- CSc1ccc(S(=O)(=O)NCc2ccccc2C)cc1
  9.9 | .
- CC1CCN(Cc2nc(-c3ccccc3)no2)CC1
  8.2 | 91.3
- CCOC(=O)c1ccccc1NC(=O)Cn1cnc2c(cnn2C(C)(C)C)c1=O
  2.3 | 88.5
- O=C(CSCC(=O)Nc1ccc2ccccc2c1)Nc1ccc(F)cc1
  -0.6 | .
- CC(N)C12CC3CC(C1)CC(C(C)N)(C3)C2 (stereo not given)
  5.8 | 107.8
- CC1=NOC(=O)/C1=C\c1ccc(OCc2ccc(Cl)cc2)cc1
  1.6 | .
- O=C(COC(=O)c1ccccc1C(F)(F)F)c1ccc(-c2ccccc2)cc1
  -4.6 | .
- COc1cccc(CNC(=O)C2CCN(S(=O)(=O)c3cccc4cccnc34)CC2)c1
  2.4 | 88.0
- Cc1cc(NC(=O)CSc2nc3c(c(=O)n(C)c(=O)n3C)n2C(C)C)no1
  -14.8 | 110.9
- C=C1c2cc(OC)ccc2NC(=O)N1CC
  3.3&4.9 | 190.8
- CCOc1ccc2[nH]c(C)c(CN(C)C)c(=O)c2c1
  5.9 | 55.6
- O=c1c2c(nc3cc(-c4cccc(F)c4)[nH]n13)CCCC2
  -12.1 | .
- Cc1ccc(N2C(=O)C3ON(c4ccccc4)C(c4ccncc4)C3C2=O)c(C)c1 (stereo not given)
  1.3 | 97.7
- NC(=O)C1(N2CCCCC2)CCN(C(=O)CSc2nc3ccccc3[nH]2)CC1
  . | 128.4
- CN1C(=O)C2(c3ccccc31)C1CCCC=C1C(C#N)=C(N)C2(C#N)C#N (stereo not given)
  -3.5 | 119.5
- O=C(NCC1CCCO1)c1ccc(CS(=O)(=O)c2ccc(Br)cc2)o1 (stereo not given)
  4.8 | 88.8
- Cc1ccc(N(CN2C(=O)C3CC=CCC3C2=O)C(=O)c2ccco2)cc1Cl (stereo not given)
  9.7 | 142.0
- CCOc1ccccc1N1CCN(C(=O)CCc2ccccc2)CC1
  -2.3 | .
- CCn1c(SCCC(=O)Nc2ccccc2)nnc1-c1ccc(OC)cc1
  12.0 | 72.3
- CC(=O)N1CCc2cc(S(=O)(=O)NCCC(=O)Nc3cccc(C)c3C)ccc21
  -1.6 | 91.9
- C=CCn1c(COc2ccccc2)nnc1SCc1ccc(C#N)cc1
  6.1 | 118.3
- Cc1ccc(C)c(CN2CCNC2=O)c1
  5.8 | 92.9
- Cn1ccnc1SCC(=O)Nc1ccc(Oc2ccccc2)cc1
  -10.5 | 95.7
- Cc1nc2scc(-c3ccccc3)c2c(=O)n1N
  8.6 | 69.7
- CCc1ccccc1NC(=O)CN(c1ccc(C)c(Cl)c1)S(C)(=O)=O
  11.5 | .
- CCOc1ccc(NC(=O)Nc2ccc3c(c2)nnn3C)cc1
  7.5 | 88.4
- CCOCCSc1nnc2nc(C)cc(C)n12
  2.7 | 93.2
- COc1ccccc1-n1cnc2nc[nH]c(=O)c21
  0.7 | .
- CCOC(=O)c1c(C)[nH]c(C(C)=O)c1C
  8.8 | 93.6
- CC(C)(C)NC(=O)C1CC(=O)OC1(C)C (stereo not given)
  4.5 | 50.0
- Cc1ccc(S(=O)(=O)N(CC(O)CN2CCCCC2)c2ccccc2)cc1 (stereo not given)
  4.8 | 103.1
- O=C1NC(=O)c2c1cc1ccccc1c2-c1ccccc1
  6.0 | .
- CCOC(=O)c1oc2ccccc2c1NC(=O)c1ccccc1OC
  -1.1 | 116.6
- COc1ccc(N2C(=O)NC(=O)/C(=C\c3cc(Cl)c(OC)c(Cl)c3)C2=O)cc1
  3.1 | .
- O=C(Nc1ccc([N+](=O)[O-])cc1)C1C(c2ccccc2)C1(Cl)Cl (stereo not given)
  -14.9 | .
- O=C(OCCCCN1C(=O)c2ccccc2C1=O)c1ccc(S(=O)(=O)N2CCCC2)cc1
  -2.1 | .
- COc1ccc(N(CC(=O)Nc2ccc(C(C)C)cc2)S(=O)(=O)c2ccccc2)cc1Cl
  3.1 | .
- CCOc1cc(OCC)cc(C(=O)Nc2ccc3oc(-c4ccc(OC)cc4)nc3c2)c1
  2.4 | .

Going on with the list.
Fields – HePTP inhibitor | BAP1 block
- CCc1cccc(OCC(=O)Nc2ccc(S(=O)(=O)Nc3onc(C)c3C)cc2)c1
  -1.7 | 91.6
- CCN(CC)CC(O)COc1ccccc1C(=O)CCc1ccccc1 (stereo not given)
  3.9&-2.4 | 100.3
- N#Cc1c(N)nc(SCc2ccccc2)c(C#N)c1-c1cccs1
  1.1 | .
- CC(=O)Nc1nonc1-c1nc2ccccc2n1Cc1ccccc1
  6.4 | .
- COc1ccc(C)cc1-n1nnnc1SCC(=O)c1cc(C)n(Cc2ccco2)c1C
  6.6 | .
- COc1ccccc1NC(=O)CN1CCN(CC(=O)Nc2cc(NC(C)=O)ccc2OC)CC1
  5.1 | 93.8
- Cc1cccc(/C=N/N2CCN(Cc3cccc4ccccc34)CC2)c1
  2.9 | .
- CCN(CC)C(=O)CSc1nnc(-c2ccco2)n1Cc1ccco1
  6.7 | 75.4
- CCOc1ccc(CNC(=O)C2CCN(S(=O)(=O)CC)CC2)cc1OC
  -1.0 | 108.1
- CCOC(=O)c1ccc2nc(C)c(C/C=C(/C)Cl)c(Cl)c2c1
  -5.6 | .
- C=CCn1cc(C)c(=O)n(CC(C)C)c1=O
  8.2 | .
- Cc1cccc(OCC(=O)Nc2ccc(N3CCCC3)cc2)c1C
  9.5 | 93.1
- Brc1ccc(-c2nnc3n2-c2ccccc2CC3)cc1
  12.2 | 105.5
- O=C1CCN=C(Nc2ccc(F)cc2)N1Cc1ccccc1
  2.5 | 99.2
- COc1cc(NC(=O)COc2ccccc2Cl)cc(OC)c1
  8.7 | .
- COc1ccc(C(=O)CC2(C(F)(F)F)NCCN2)cc1
  -9.6 | .
- COC(=O)c1ccsc1NC(=O)CSc1nnnn1Cc1ccccc1
  -0.6 | 107.4
- Cc1ccc2c(c1)c(-c1ccccc1)nc1nncn12
  5.4 | 86.8
- CCn1c(-c2ccsc2)nc2c1c(=O)[nH]c(=O)n2Cc1ccccc1
  8.8 | 179.1
- CC(=O)Nc1ccc(N2C(=O)CSC2c2ccc(F)cc2)cc1 (stereo not given)
  3.7 | 83.3
- Cc1oc2c(CN(C)C)c(O)ccc2c(=O)c1-c1ccc2c(c1)OCCO2
  . | 215.8
- COc1ccc(-c2nn3c(-c4ccccc4)nnc3s2)cc1OC
  3.8 | 94.1
- O=S(=O)(NNc1nc(-c2ccccc2)c2cc(Cl)ccc2n1)c1ccccc1
  8.3 | .
- CC(Sc1nnc(Cn2c(=O)sc3ccccc32)n1C)c1ccccc1 (stereo not given)
  -3.7 | 86.3
- CCOc1ccccc1C(=O)Nc1ccc(-c2nnc(-c3ccc(C)cc3)o2)cc1
  8.9 | .
- CC(=O)/C(CN1CCCCC1)=N/O
  10.6 | .
- CCOC(=O)C1=C(C)N(CCOC)C(=O)/C1=C\c1ccccc1F
  -5.7 | .
- CCN(C(=O)CCS(=O)(=O)c1ccc(Br)cc1)c1ccc2c(c1)OCO2
  0.3 | 96.5
- COc1ccc(-n2c(SCCC(=O)O)nnc2-c2ccncc2)cc1
  13.4 | 109.7
- CC1=C(C)CC(C(=O)NCCc2ccccc2)C(C(=O)O)C1 (stereo not given)
  4.2 | .
- COc1ccc(OC)c(N(CC(=O)N(Cc2ccccc2)Cc2ccccc2)S(C)(=O)=O)c1
  5.7 | .
- CCOc1ccc(N2C(=O)CC(n3nc(C)cc3C)C2=O)cc1 (stereo not given)
  2.9 | 126.3
- Cc1ccc2nc(C(O)C(O)c3nc4ccc(C)cc4[nH]3)[nH]c2c1 (stereo not given)
  5.5 | .

3 entries picked at random from the list so far:
Fields – HePTP inhibitor | BAP1 block
- CC(=O)Nc1ccc(S(=O)(=O)Nc2cc(C)ccc2C)cc1
  -20.4 | .
- Clc1ccc2nc(N/N=C/c3ccc4ncccc4c3)nc(-c3ccccc3)c2c1
  9.4 | .
- CCOc1ccc2[nH]c(C)c(CN(C)C)c(=O)c2c1
  5.9 | 55.6
